VP16 counter – VP16 counterscreen qHTS for inhibitors of ROR gamma transcriptional activity; Drosophila S2 Gal4-VP16 UAS-luciferase, luminescence, 20 h; Potency, µM (series often up to 53.6 µM), for the others: top-dose activity, negative = inhibition, hits mostly inhibitors; actives 3.5% (n = 310,000);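 note: Gal4-VP16 expression switched on by copper sulfate through the metallothionein promoter; potency is the fitted concentration of half-maximal effect; % is set by controls: 0 for no effect and ±100 for the full control effect; nearly all actives have a fitted effect of over 50% in size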
Giardia killer – Small Molecules that selectively kill Giardia lamblia: qHTS; Giardia lamblia trophozoite viability; activity change, % at 7.66 µM, hits read low; actives 0.15% (n = 340,000); AID 540267, 2011; in the data active = activity change below about -80%; inconclusive = between about -30% and that limit;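 note: parasites exposed to compound for two days anaerobically before the ATP read; % is set by controls: 0 for no effect and ±100 for the full control effect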
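ATP-content bioluminescence gauges trophozoite survival. Cells (100/well) receive compound and incubate anaerobically for 48 hrs at 37 deg C; detection reagent follows for 15-30 min at room temperature.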
FLuc counter – qHTS profiling assay for firefly luciferase inhibitor/activator using purifed enzyme and Km concentrations of substrates (counterscreen for miR-21 project). actives 6.9% (n = 360,000). Potency, µM (titrated, usually from 57.5 µM), without a hit: at the top dose activity change, negative = inhibition, hits mostly inhibitors. AID 588342, 2011. purified FLuc, Km substrates, luminescence inhibition. Luciferin 4-monooxygenase (Photinus pyralis), P08659;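 note: potency is the fitted concentration of half-maximal effect; plate controls were vehicle for no effect and reference inhibitor for full effect; nearly all actives have a fitted effect of over 55% in size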
Target sequence (P08659 whole entry, looked up): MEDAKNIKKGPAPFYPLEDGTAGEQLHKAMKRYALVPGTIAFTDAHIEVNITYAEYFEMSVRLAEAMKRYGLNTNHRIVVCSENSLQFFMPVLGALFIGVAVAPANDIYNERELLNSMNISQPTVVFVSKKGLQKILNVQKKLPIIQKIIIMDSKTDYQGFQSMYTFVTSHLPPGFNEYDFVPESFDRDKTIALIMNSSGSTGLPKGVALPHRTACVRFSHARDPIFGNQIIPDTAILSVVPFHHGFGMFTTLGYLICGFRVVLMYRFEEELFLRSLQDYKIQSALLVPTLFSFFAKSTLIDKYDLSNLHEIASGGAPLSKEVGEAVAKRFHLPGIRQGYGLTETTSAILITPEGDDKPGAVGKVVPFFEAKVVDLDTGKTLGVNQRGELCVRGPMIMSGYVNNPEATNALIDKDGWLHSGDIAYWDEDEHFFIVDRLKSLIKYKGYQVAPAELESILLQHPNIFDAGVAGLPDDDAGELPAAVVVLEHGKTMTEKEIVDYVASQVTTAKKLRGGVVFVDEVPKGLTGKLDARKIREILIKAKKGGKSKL
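Biochemical qHTS of compounds, final roughly 60 µM downward over six points, against 10 nM purified firefly luciferase using Km concentrations of substrates (10 uM D-luciferin, 10 uM ATP) in Tris acetate pH 7.5 buffer; luminescence output.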
ELG1 genotox – qHTS screen for small molecules that induce genotoxicity in human embryonic kidney (HEK293T) cells expressing luciferase-tagged ELG1. HEK293T ELG1-luciferase reporter, luminescence, 16 h. Potency, µM (top dose mostly 46 µM), for inactives: at the highest dose activity change, positive = activation, actives largely listed as activators. actives 1.3% (n = 330,000); note: potency is the fitted concentration of half-maximal effect; % of control where 0% means no effect; nearly all actives have a fitted effect of over 60% in size
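Genotoxic stress is detected as increased luminescence from luciferase-tagged ELG1 in HEK293T cells, measured with ONE-Glo after a 16 hr treatment at 37 °C.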
RORg inh – qHTS for inhibitors of ROR gamma transcriptional activity. AID 2551, 2010. Drosophila S2 Gal4-RORgamma UAS-luciferase reporter, 20 h. Potency, µM (series often up to 53.6 µM), inactives show top-dose activity change, negative = inhibition, usual class: inhibitors. actives 5.4% (n = 310,000); note: potency is the fitted concentration of half-maximal effect; % is set by controls: 0 for no effect and ±100 for the full control effect; nearly all actives have a fitted effect of over 60% in size
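Luminescence from a UAS-regulated Photinus luciferase reporter in stably transfected Drosophila Schneider cells is measured; decreased signal marks ROR gamma inhibition. Fusion expression is induced by 700 uM copper sulfate for 20 hr.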
NPC1 promoter act – qHTS Assay for NPC1 Promoter Activators | Huh7 NPC1 promoter luciferase reporter, 24 h | Potency, µM (series often up to 9.22 µM), inactives show at the top dose activation, most hits filed as activators | actives 2.4% (n = 320,000) | AID 485313, 2010;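 note: potency is the fitted concentration of half-maximal effect; % of control where 0% means no effect; nearly all actives have a fitted effect of over 60% in size; reporter is driven by a mutant NPC1 promoter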
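Readout is luciferase luminescence, reflecting NPC1 promoter activation in stably transfected Huh7 cells after 24 h compound exposure at 37 °C in reduced-serum medium with 10% FBS.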
Rab9 promoter act – qHTS Assay for Rab9 Promoter Activators | Huh7 Rab9 promoter-luciferase reporter, luminescence, 24 h | Potency, µM (doses to about 9.22 µM), inactives show top-dose activation, negative = inhibition, hits mostly activators | actives 2.8% (n = 320,000); note: potency is the fitted concentration of half-maximal effect; % of control where 0% means no effect; nearly all actives have a fitted effect of over 60% in size
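Luminescence read-out: Huh7 cells stably expressing Rab9-luciferase, treated 24 h with compound at 37 °C, then lysed with luciferase reagent for 10 min at ambient before reading.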
Coupling enz – qHTS Assay for Inhibitors of Fructose-1,6-bisphosphate Aldolase from Giardia Lamblia: Coupling assay counterscreen; coupling enzyme system counterscreen, AmpLite Red fluorescence; activity change, negative = inhibition, % at 58.2 µM, hits read low; actives 0.67% (n = 290,000); AID 2472, 2010; in the data active = activity change below about -30%; note: % is set by controls: 0 for no effect and ±100 for the full control effect
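First, compound is pin-transferred into glyceraldehyde-3-phosphate coupling-enzyme reagent at 57.5 uM final and held 10 min at RT. Next, substrate, coupling system and AmpLite Red are added. After 20 min RT, fluorescence (525/598 nm) is read.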
KCNH2 3.1 inh – qHTS for Inhibitors of KCHN2 3.1: Mutant qHTS; actives 0.95% (n = 340,000); activity change, % (tested at about 1.8 µM); Potassium voltage-gated channel subfamily H member 2, brain isoform KCNH2 3.1 (human); U2OS KCNH2 3.1, thallium flux FluxOr; stronger effect = lower value;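 active = maximum activity change below -70%; inconclusive = maximum activity change from -70% to -50%; inactive = maximum activity change above -50%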;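 note: thallium influx rate constant from kinetic fluorescence after stimulation buffer; % is set by controls: 0 for no effect and ±100 for the full control effect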
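Measured as rate of thallium-driven FluxOr signal in transduced U2OS cells carrying the 3.1 channel, read kinetically for 2 min upon stimulation; values are rate constants scaled to DMSO control wells.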
Tb PFK inh – qHTS Assay to Find Inhibitors of T. brucei phosphofructokinase; T. brucei PFK, ADP-Glo luminescence; Potency, µM (doses to about 57.5 µM), for the others: top-dose activity, negative = inhibition, most hits filed as inhibitors; actives 0.17% (n = 330,000); AID 485367, 2010;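 note: potency is the fitted concentration of half-maximal effect; 0% = uninhibited 1x PFK enzyme wells and -100% = no-enzyme wells; nearly all actives have a fitted effect of over 60% in size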
Target sequence (O15648 whole entry, looked up): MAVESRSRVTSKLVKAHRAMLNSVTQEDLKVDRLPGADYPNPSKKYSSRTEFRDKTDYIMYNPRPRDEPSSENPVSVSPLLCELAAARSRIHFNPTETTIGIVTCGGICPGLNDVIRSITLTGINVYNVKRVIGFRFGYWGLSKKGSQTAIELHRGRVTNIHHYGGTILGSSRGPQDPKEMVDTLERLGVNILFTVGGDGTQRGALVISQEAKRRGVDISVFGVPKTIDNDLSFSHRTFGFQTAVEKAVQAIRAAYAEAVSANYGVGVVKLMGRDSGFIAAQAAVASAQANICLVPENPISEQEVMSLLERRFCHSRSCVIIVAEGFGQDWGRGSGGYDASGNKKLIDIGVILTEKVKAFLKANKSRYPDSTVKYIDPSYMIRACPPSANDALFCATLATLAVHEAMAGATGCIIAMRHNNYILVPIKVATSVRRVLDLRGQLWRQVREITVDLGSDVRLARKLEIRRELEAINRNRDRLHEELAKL
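Compounds were pin-transferred as a titration series up to 57 uM into substrate buffer (0.5 mM F6P, 0.1 mM ATP, pH 8.0), then 1.25 nM PFK was added and reactions ran 45 min before ADP-Glo detection.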
uPA surface inh – qHTS for Inhibitors of Cell Surface uPA Generation; cell surface uPA generation assay, qHTS; Potency, µM (top dose mostly 38.3 µM), for inactives: at the top dose activity change, negative = inhibition, hits mostly inhibitors; actives 0.31% (n = 330,000); active = well fitted inhibition curve with a large enough effect; inconclusive = small, poorly fitted or top-dose-only effect; inactive = no such curve, though single readings can be large or run the other way; tested in mouse RAW 264.7 cells; note: potency is the fitted concentration of half-maximal effect; % is set by controls: 0 for no effect and ±100 for the full control effect; nearly all actives have a fitted effect of over 55% in size
Starred values were filed as active, the others as inactive; ? = inconclusive; . = not tested or not shown; & = joins results of further samples; [ ] = another dose, or the depositor's remark. Unless noted, calls come from the whole dose curve; as a rule, active = well fitted curve in the direction sought with a large enough effect; inconclusive = small, poorly fitted or top-dose-only effect, or another doubt; inactive = no such curve, though single readings can be large; an effect the other way counts as inactive or inconclusive.

A first look:
SMILES	VP16 counter	Giardia killer	FLuc counter	ELG1 genotox	RORg inh	NPC1 promoter act	Rab9 promoter act	Coupling enz	KCNH2 3.1 inh	Tb PFK inh	uPA surface inh
CN1C(=O)CC(N2CCN(c3ccc(Cl)c(Cl)c3)CC2)C1=O (stereo not given)	-4%	?	-1%	-3%	18%	-4%	-4%	4	1	-1%	4%
Cc1ccc(NC(=O)CSc2nc3[nH]ncc3c(=O)[nH]2)cc1	-1%	22	?	-1%	-16%	-12%	-7%	5	3	7%	4%

Results (from the top)
SMILES	VP16 counter	Giardia killer	FLuc counter	ELG1 genotox	RORg inh	NPC1 promoter act	Rab9 promoter act	Coupling enz	KCNH2 3.1 inh	Tb PFK inh	uPA surface inh
CN1C(=O)CC(N2CCN(c3ccc(Cl)c(Cl)c3)CC2)C1=O (stereo not given)	-4%	?	-1%	-3%	18%	-4%	-4%	4	1	-1%	4%
Cc1ccc(NC(=O)CSc2nc3[nH]ncc3c(=O)[nH]2)cc1	-1%	22	?	-1%	-16%	-12%	-7%	5	3	7%	4%
CN(C(=O)c1cncc(Br)c1)c1c(N)n(Cc2ccccc2)c(=O)[nH]c1=O	.	-19	-2%	11%	.	1%	1%	.	-6	-10%	3%
O=C(CNc1cccc2ccccc12)N/N=C/c1ccc[nH]1	14µM*	1	-2%	7%	5µM*	-37%[inhibitor]	-44%[inhibitor]	1	-3	-16%	-16%
Cc1ccc2c(COn3nnc4ccc(S(=O)(=O)N(C)C)cc43)cc(=O)oc2c1C	8%	.	-12%	-5%	0%	-8%	-7%	6	.	0%	.
O=C(NNC(=S)NC(=O)C12CC3CC(CC(C3)C1)C2)c1ccncc1	-1%[0.365 µM]	1	?	2%	?	-2%	-13%	-6	5	16%	-26%
Oc1cc2ccccc2cc1-c1n[nH]c(=S)n1Cc1ccco1	-4%	-23	-18%	-1%	13µM*	2%	-9%	-13	15	-12%	9%
O=C(O)c1cn(-c2ccc(F)cc2)c(=O)c2ccccc12	-3%[10 µM]	-21	0%	-1%	2%	1%	-1%	-3	6	1%	-1%
COc1c(Cl)cc(C(=O)Nc2ccccc2-c2ccccc2)cc1Cl	-7%	-8	3%	-3%	-1%	-5%	2%	13	0	2%	0%
COC(=O)c1nn(-c2cccc(C(F)(F)F)c2)ccc1=O	-1%	-10	-2%	0%	11%	2%	-5%	-1	-3	1%	2%
O=C(CCC1CCCC1)NNC(=O)COc1ccc(Br)cc1	.	-28	.	2%	.	.	.	.	-17	-11%	-8%
CC1(C)CC(=O)C(C(=O)c2ccccc2)C(=O)C1	2%	-15	1%	-1%	-14%	-3%	1%	4	13	-1%	1%
Cc1nc(C)c(-c2ccc(SCC(=O)Nc3cccc(Cl)c3C)nn2)s1	2%	-5	?	-19%	37%	1%	.	.	.	?	-8%
O=C(O)c1ccccc1C(=O)NCc1ccccc1	8%	11	1%	4%	-6%	3%	0%	0	-11	-1%	0%
CCNc1nc(NCC)nc(C(=O)OCCO)n1	-5%	16	2%	4%	-32%	0%	-5%	0	-11	-3%	5%
Cc1ccccc1CN(C)C(=O)COC(=O)c1ccc2[nH]c(C)c(C)c2c1	.	-5	.	-4%	.	.	.	.	-22	-3%	8%
CCCc1nn(C)c2c(=O)[nH]c(-c3cc(S(=O)(=O)Nc4ccc(NC(C)=O)cc4)ccc3OCC)nc12	8%	-1	-2%	0%	29%	-7%	-5%	-3	9	-1%	1%
Clc1ccc(CN2CCc3c([nH]c4ccccc34)C2)cc1Cl	-23%	-5	-1%	-2%	-12%	-13%	1%	-2	?	?	8%
CSc1nc(O)c(C(c2ccc(O)cc2)c2c(O)nc(SC)[nH]c2=O)c(=O)[nH]1	5%	9	?	0%	22%[1.91 µM]	-6%	5%	3	-6	1%	-9%
CC(C)(C)CC(=O)OCC(=O)Nc1cc(C(C)(C)C)nn1-c1ccccc1	4%	13	2%	-5%	13%	0%	-5%	1	-1	-2%	.
Cc1cc(C)c2nc(NNC(=O)c3ccc(S(=O)(=O)N4CCCCC4)cc3)sc2c1	8.9µM*	-25	-6%	?	3.2µM*	-3%	-11%	2	5	-23%	?
C[n+]1cnc(-c2ccccc2)cc1-c1ccccc1	1%	-3	1%	-5%	9%	1%	-1%	1	-19	-7%	-1%
COc1ccc(/C(C)=N/NC(=O)CNC(=O)/C=C/c2ccccc2OC)cc1	-13%	-5	-11%	-3%	-22%	-1%	-2%	4	-13	?	1%
CCC(C)(C)NC(=O)CN(C(=O)c1snc(C(N)=O)c1N)c1ccc2c(c1)OCO2	7%	-3	4%	0%	-2%	-1%	-3%	0	-11	0%	-2%
Nc1nc(SCC(=O)N2N=C(c3ccc(Cl)cc3)CC2c2ccco2)n[nH]1 (stereo not given)	0%	21	-2%	2%	34%	-1%	0%	-4	8	-5%	-20%

The list goes on:
SMILES	VP16 counter	Giardia killer	FLuc counter	ELG1 genotox	RORg inh	NPC1 promoter act	Rab9 promoter act	Coupling enz	KCNH2 3.1 inh	Tb PFK inh	uPA surface inh
CNC(=O)CCCCC(=O)N/N=C/c1ccc(Cl)cc1Cl	2%	-10	-11%	0%	0%	-5%	0%	1	4	-6%	2%
COc1ccc(NC(=O)C2COc3ccccc3O2)cc1 (stereo not given)	-11%	-13	17µM*	?	?	2.8µM*	3.2µM*	0	-4	-3%	4%
COc1cc(OC)cc(C(=O)N2CCN(c3ncccn3)CC2)c1	2%	-12	3%	3%	?	-1%	-3%	6	-37	-1%	2%
NNC(=O)CNC(=O)C12CC3CC(CC(C3)C1)C2	-4%	-4	-2%	-1%	17%	-1%	-3%	2	24	-1%	1%
CC1=C(C(=O)OC(C)C)C(c2ccccn2)n2ncnc2N1 (stereo not given)	21%	-2	2%	-7%	-23%	0%	-6%	3	1	0%	2%
CCc1[nH]c(=S)c(C#N)c2c1CCCC2	?	4	?	-1%	?	0%	-7%	-1	10	-24%	5%
Cc1ccc(-c2cc(C(=O)N/N=C/c3ccccc3)n[nH]2)o1	-10%	-3	?	-28%	-20%	13%	4%	2	-16	25%	-7%
O=C(NCc1ccc(Cl)cc1)c1ccc(Br)o1	-13%&17%	8	-19%	1%	38%&41%	3%	7%	2&0	9	?	2%
O=C(Cc1ccc([N+](=O)[O-])cc1)N1N=C(C2CC2)CC1(O)C(F)(F)F (stereo not given)	?	10	5%	17%	16µM*	-1%	-3%	4	-10	-8%	0%
O=c1cc(NCc2ccco2)[nH]c(=O)n1-c1ccc(Br)cc1	6%	7	5%	0%	0%	2%	-2%	0	4	0%	9%
Cc1ccc(-c2c(C)sc3nc(CN4CCN(CC(=O)NC5CC5)CC4)[nH]c(=O)c23)cc1	.	14	.	1%	.	1%	-1%	.	-10	3%	1%
COc1ccccc1N1CCN(C(=O)CCCn2c(=O)[nH]c3ccsc3c2=O)CC1	-6%	-16	-1%	-16%	-2%	-3%	-1%	1	4	0%	23%
Fc1ccc(/C=N/Nc2nc3ccccc3[nH]2)cc1F	?	48[activator]	12µM*	10%	7.9µM*	?	29%	-3	-28	1%	-20%
COc1ccc(NC(=O)c2cn(C)c(=O)c3cc(OC)c(OC)cc23)c(OC)c1	-3%	-11	-1%	-4%	-3%	17%	5%	-1	-1	20%	-11%
CCc1ccc(NS(=O)(=O)c2ccc3oc(=O)ccc3c2)cc1	-22%	7	1%	-1%	?	2%	0%	4	-2	-3%	-2%
Cc1nc2ccccc2nc1N1CCCC1	1%	-6	?	3%	-8%	8%	-3%	4	15	-5%	-1%
Cc1cc(=O)oc(C)c1C(=O)Nc1cnc2ccccc2c1	11%	3	-1%	2%	8%	2%	-2%	-2	16	4%	0%
COC(=O)c1cnc(NNC(=O)c2ccc([N+](=O)[O-])cc2)nc1C(F)(F)F	4%	3	2%	-7%	-1%	-8%	2%	0	-6	3%	-5%
O=C1C2C3C=CC(C3)C2C(=O)N1CNc1ccccn1 (stereo not given)	11%	-25	0%	0%	7%	1%	-12%	1	4	1%	1%
Cc1c(CCOC(=O)C23CC4(C)CC(C)(CC(C)(C4)C2)C3)sc[n+]1CC(=O)c1ccccc1	-12%	-3	-9%	0%	12%	-2%	-14%	0	-7	-5%	-2%
COc1cccc(C(=O)Nc2cc(C)ccc2NC(=O)COc2ccccc2)c1	-9%	?	0%	-4%	7%	-3%	-2%	2	-3	-2%	0%
COc1ccccc1N1CCN(CCCNC(=O)C2CCCN(c3ncnc4c3nc3n4CCCCC3)C2)CC1 (stereo not given)	0%	2	1%	-12%	-14%	0%	1%	0	0	2%	6%

The order is random (roughly 14% active in at least one column).
